# Source: PubChem BioAssay (several laboratories)
# Runt-SMMHC FRET = inhibitors of human RUNX1 Runt domain binding to CBFb-SMMHC. inhibition, % at 20 µM. 220,000 tested, 0.74% active. Q01196+Q13951. Cerulean-Runt/Venus-CBFb-SMMHC FRET ratio 530/480, 1 h;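 active = mean inhibition across duplicate retests at 20 µM reaching about 50%, limit read from the data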;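 note: 0% = DMSO wells and 100% = wells with excess untagged CBFb-SMMHC; inhibitors lower the FRET ratio by blocking Runt binding to CBFb-SMMHC; some results filed as inactive read as strong as hits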
# FXIa inh 1536 = inhibitors of human coagulation factor XIa; P03951; purified FXIa, Boc-Glu-Ala-Arg-AMC fluorogenic substrate; inhibition, % at 5 µM; 220,000 tested, 0.14% active; AID 798;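 active = inhibition of at least 40%; inactive = inhibition below 40%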;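 note: fluorescence of freed AMC excited at 355 nm; 0% = enzyme without compound and 100% = no enzyme blank; many of its hits are not listed in these tables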
# thrombin 1536 = blocks human thrombin protease activity; 220,000 tested, 0.26% active; inhibition, % at 5 µM; alpha-thrombin, Boc-VPR-AMC fluorogenic substrate cleavage; P00734;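 active = inhibition at or above 40%; inactive = inhibition below 40%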;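 note: 0% = enzyme with no compound and 100% = wells without enzyme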
#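 System: human alpha-thrombin protein; Compound dosing: one concentration per compound, 5 µM, with 0.2% DMSO; Timing: reaction at room temperature; Technique: AMC fluorescence, 355/460 nm; Controls: enzyme without compound as high, wells lacking enzyme as low.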
# 14-3-3 Bad inh = disrupts binding of bovine 14-3-3 zeta to phospho-Bad peptide | TR-FRET 14-3-3zeta/Dy647-pBad peptide displacement, 1 h | P63103 | inhibition, % at 21.7 µM | 220,000 tested, 0.71% active | AID 781;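 active = inhibition above about 70%, limit read from the data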;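 note: 0% = full 14-3-3 plus peptide FRET controls and 100% = background without 14-3-3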
# Target sequence (P63103 whole entry, looked up): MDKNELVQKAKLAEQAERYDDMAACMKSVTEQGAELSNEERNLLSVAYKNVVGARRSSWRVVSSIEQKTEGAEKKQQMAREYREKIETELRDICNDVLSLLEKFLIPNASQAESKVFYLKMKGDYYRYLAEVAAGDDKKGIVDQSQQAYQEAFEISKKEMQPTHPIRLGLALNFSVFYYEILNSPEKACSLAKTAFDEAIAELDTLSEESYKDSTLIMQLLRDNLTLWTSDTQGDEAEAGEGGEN
# FXIIa inh = inhibitors of human coagulation factor XIIa; purified FXIIa, Boc-QGR-AMC fluorogenic substrate, 2 h; inhibition, % at 5 µM; 220,000 tested, 0.3% active; AID 800; in the data active = inhibition above about 40%;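 note: 0% = enzyme with no compound and 100% = blank without enzyme; many of its hits are not listed in these tables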
# Runt-CBFb FRET = Runt domain-CBFb interaction inhibition | Q01196+Q13951 | Cerulean-Runt/Venus-CBFb FRET ratio 530/480, 1 h | inhibition, % at 20 µM | 220,000 tested, 0.46% active | AID 1496;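 active = inhibition over about 50% at 20 µM in the single-dose screen, limit read from the data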;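 note: 0% = DMSO wells and 100% = excess unlabeled CBFb competitor control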
#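 Measured by: fluorescence energy transfer, 422 nm excitation, 530/480 nm emission; test system: Cerulean-tagged RUNX1 Runt domain (FRET donor) fusion protein; buffer or medium: Tris pH 7.5 buffer with BSA; compound: one dose, 20 µM compound, 1% DMSO; times: two 1 h room-temperature incubations shielded from light; benchmarks: unlabeled CBFb 5 µM, positive control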
# hK5 inh = blocks human kallikrein 5 protease activity. Q9Y337. recombinant hK5, fluorogenic AMC substrate cleavage. inhibition, % at 5 µM. 210,000 tested, 0.59% active. AID 873;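 active = inhibition of 40% or more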;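 note: 0% = enzyme controls without compound and 100% = no-enzyme blanks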
# Target sequence (Q9Y337 67-293 limits assumed): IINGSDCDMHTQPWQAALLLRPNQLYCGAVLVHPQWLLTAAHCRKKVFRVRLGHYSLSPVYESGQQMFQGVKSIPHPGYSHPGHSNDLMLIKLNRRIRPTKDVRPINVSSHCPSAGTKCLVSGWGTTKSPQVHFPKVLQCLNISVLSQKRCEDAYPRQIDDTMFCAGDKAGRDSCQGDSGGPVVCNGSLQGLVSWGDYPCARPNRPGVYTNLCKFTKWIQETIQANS
# Wee1 stabilizer = human Wee1 degradation inhibition, primary screen; P30291; HeLa Luc-Wee1K328M stability, luciferase luminescence; 100% = proteasome inhibitor MG132 effect; reporter increase, % at 5 µM; 220,000 tested, 1.2% active; AID 1321;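 active = activation above the mean of all tested compounds plus 3 SD, set per screening run, cut at about 8.8% in these data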;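 note: cells exposed to compound for 20 h before luminescence read; 0% = DMSO alone and 100% = MG132 at 30 µM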
# Hck Nef HTS = blocks Nef-activated human Hck kinase | P08631 | Recombinant Hck-YEEI plus Nef, Z-Lyte FRET kinase assay | inhibition, % at 20 µM | 220,000 tested, 0.68% active;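 active = Hck-Nef kinase inhibition above about 50%, limit read from the data; inactive = inhibition below that limit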;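 note: 0% = DMSO with Hck plus Nef and 100% = Hck alone without Nef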
# Target sequence (P08631 whole entry, looked up): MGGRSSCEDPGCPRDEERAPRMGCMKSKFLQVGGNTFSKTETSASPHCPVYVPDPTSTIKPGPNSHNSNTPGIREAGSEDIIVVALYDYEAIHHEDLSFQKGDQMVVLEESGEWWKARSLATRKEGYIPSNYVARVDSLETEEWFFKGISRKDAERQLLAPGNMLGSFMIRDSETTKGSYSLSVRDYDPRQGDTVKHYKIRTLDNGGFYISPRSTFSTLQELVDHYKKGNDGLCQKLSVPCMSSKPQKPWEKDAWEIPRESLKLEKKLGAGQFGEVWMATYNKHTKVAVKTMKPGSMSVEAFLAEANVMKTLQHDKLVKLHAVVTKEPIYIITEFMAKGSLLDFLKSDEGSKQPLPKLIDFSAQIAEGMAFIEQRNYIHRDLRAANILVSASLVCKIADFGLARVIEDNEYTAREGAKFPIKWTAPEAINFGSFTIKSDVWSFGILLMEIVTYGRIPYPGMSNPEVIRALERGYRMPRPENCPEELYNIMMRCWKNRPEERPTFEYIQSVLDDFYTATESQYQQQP
# Starred values were filed as active, the others as inactive; · = not tested or not shown; [ ] = another dose, or the depositor's remark.
SMILES,Runt-SMMHC FRET,FXIa inh 1536,thrombin 1536,14-3-3 Bad inh,FXIIa inh,Runt-CBFb FRET,hK5 inh,Wee1 stabilizer,Hck Nef HTS
CCOC(=O)C(C)Sc1nc(-c2cccs2)ccc1C#N (stereo not given),0,-3,-4,2[fluorescence artefact?],-3,0,0,-2,5
O/N=C/c1ccc2ccccc2n1,-3,-1,-1,-2,3,3,-2,8,16
COc1ccc(C(=O)Nc2cc(C)on2)cc1[N+](=O)[O-],-7,-4,-6,-9,1,0,-6,-4,18
Cc1ccc(NC2c3ccccc3C(=O)N2c2cccnc2)cc1 (stereo not given),-3,0,1,-3,12,-1,-2,3,9
O=C(NCc1ccc2c(c1)OCO2)c1cnc2ccccn2c1=O,-12,2,3,-5,17,-2,-3,1,-4
COc1ccc(CNC(=O)c2cnc(C)cn2)c(OC)c1,3,15,21,-7,22,0,36,-2,-1
CC1CCc2c(sc(NC(=O)CSc3nc4c(c(C(F)(F)F)n3)CCc3ccccc3-4)c2C(N)=O)C1 (stereo not given),3,7,10,-7,1,0,3,-1,2
COc1ccc(-c2nc(C)ncc2-c2csc(C)n2)c(O)c1,-1,-5,-5,-8[fluorescence artefact?],2,1,-4,1,2
C=CCOc1ccc(CNc2nccs2)cc1OCC,-1,5,-1,-12,11,1,-7,-2,-5
CC1(C)CC(OC(=O)c2ccccc2)CC(C)(C)N1,0,19,7,11,29,2,-7,-1,2
Cn1c(=O)c2c(nc(Cl)n2Cc2ccncc2)n(C)c1=O,1,7,-3,15,8,2,1,1,-12
CCC(C)NC(=O)c1cccc(C)c1 (stereo not given),3,2,-5,-17,11,1,0,-1,14
Cc1ccc(OCCNC(=O)c2cc(C(=O)NCCOc3ccc(C)cc3)cc([N+](=O)[O-])c2)cc1,1,3,-2,7,6,-1,-7,0,0
COc1ccc(N2CCN(C(=O)CCS(=O)(=O)c3cccc4nsnc34)CC2)cc1,2,2,-12,-1[fluorescence artefact?],7,1,5,-2,1
Cc1cccc(OCCCC(=O)Nc2ccc(Br)cc2)c1,0,7,2,7,14,0,-18,1,1
CN(CCCCCCCCC(=O)/C=N/O)Cc1ccccc1,-1,6,1,23,11,4,-6,-1,1
CCO[C@H]1OC(C(=O)N2CCN(C)CC2)=C[C@@H](C(C)(C)C)[C@@H]1CCCO,-1,2,1,10,9,0,4,-1,4
N#CC1=C(N)SC(N)=C(C#N)C1c1ccc(C(F)(F)F)cc1,41,2,1,-1,4,38,1,-1,2
CCOC(=O)NC(=O)COC(=O)c1cccc2ccccc12,-1,3,-5,-4,9,-1,3,-1,-6
CC(=O)c1cccc(Nc2cc(C)nc3c(C)cccc23)c1,0,1,2,-1,14,-1,1,-4,9
CC12CCC(C(=O)N/N=C/c3ccc(O)cc3)(OC1=O)C2(C)C (stereo not given),-1,-6,-14,-14,-2,4,-4,-1,15
CCCCc1nnc(NC(=O)COc2ccc3c(C)cc(=O)oc3c2)s1,4,14,14,12,34,-1,112*,-2,19
O=C(NCCNC(=O)C(c1ccccc1)c1ccccc1)c1ccco1,4,-4,-2,·,9,0,-3,1,1
Cc1ccc(C2=N/C(=C\c3c(C)nn(-c4ccccc4)c3N3CCCC3)C(=O)O2)cc1,-65,-7,-3,5,7,-32,0,-1,1
Cc1ccccc1Nc1ncccc1C(=O)N1CCOCC1,-4,1,2,34[fluorescence artefact?],0,0,15,1,0

# Additional structures.
SMILES,Runt-SMMHC FRET,FXIa inh 1536,thrombin 1536,14-3-3 Bad inh,FXIIa inh,Runt-CBFb FRET,hK5 inh,Wee1 stabilizer,Hck Nef HTS
CCSc1ccccc1C(=O)NCCCn1ccnc1,-68,-5,3,12,20,1,43*,2,0
C=C(C)Cn1c(COc2ccccc2)nnc1SCC(=O)O,-56,4,0,4,5,0,1,0,1
COc1ccc(/C=C2\CN(Cc3ccccc3)C/C(=C\c3ccc(OC)cc3)C2=O)cc1,-23,-1,-4,-9[fluorescence artefact?],-4,-3,-1,3,-1
Cc1ccc(Oc2ccc(-c3nnc(-c4ccccc4)o3)cc2[N+](=O)[O-])cc1C,4,2,-8,-12,2,1,-18,0,3
Cc1cc(C)c2nc3nc(C)c(C)cc3c(N)c2c1,92*,-1,-8,-1,4,19,-2,1,7
CCCCCC(=O)NC(=S)NC1C2CC3CC(C2)CC1C3 (stereo not given),0,4,-2,2,13,2,3,-4,10
N#CCc1c(C#N)c(N)nc(N2CCN(Cc3ccc4c(c3)OCO4)CC2)c1C#N,-8,-2,5,-1[fluorescence artefact?],17,0,-2,-2,0
COC(=O)/C(=N\Nc1ccccc1)Sc1nnc(-c2ccc(OC)cc2)n1C,2,4,-3,-3,8,2,-3,2,0
C1CCc2c(nnc3c2-c2nonc2CC3)C1,16,-1,-9,13,13,-1,-13,-1,1
CCCn1c2c(c(O)c(C(=O)Nc3nc(C)cs3)c1=O)CCCC2,-2,-7,-5,-5[fluorescence artefact?],1,0,-3,0,2
Cc1ccnc(NS(=O)(=O)c2ccc(NC(=O)C3CCCO3)cc2)n1 (stereo not given),1,-7,-3,6[fluorescence artefact?],-5,1,3,-1,0
Cc1nc(-c2ccncc2)nc(NCCNc2ccc(C(F)(F)F)cn2)c1Cl,2,-4,-7,-1,3,-1,-7,3,12
Cc1nnc(NC(=O)CSc2ccc(-c3cccnc3)nn2)s1,4,-2,-9,-7,9,4,-6,2,13
Cc1ccccc1-n1c(-c2ccc(Cl)cc2)cnc1SCC(=O)NC1CCS(=O)(=O)C1 (stereo not given),-3,6,-4,3,14,-10,-10,5,5
Cc1ccc(S(=O)(=O)NCCc2cccs2)cc1,1,1,-4,-18,5,-1,-2,0,14
CS(=O)(=O)N1CCC(C(=O)N2CCN(c3cccc(Cl)c3)CC2)CC1,-2,-4,-11,0,2,·,-5,1,24
CCCCCc1cc(O)c2c(C)cc(=O)oc2c1,-9,3,1,2,15,-4,-8,3,2
O=C1CCCN1CCCNC(=S)Nc1cccc2ccccc12,3,-1,2,-2,7,2,-5,1,10
O=C(NCc1cccnc1)C1CC(=O)N(CCc2ccccc2)C1 (stereo not given),1,-3,-5,7[fluorescence artefact?],10,6,-2,1,1
O=C(N/N=C\c1ccccn1)c1ccccc1O,-1,-3,5,-5,5,0,0,3,11
Cc1csc(NC(=O)CSc2nnc(NC(=O)COc3ccccc3)s2)n1,5,2,0,-5[fluorescence artefact?],12,-1,-16,0,2
CCCOc1nc(N)c(C#N)c(-c2ccccc2F)c1C#N,0,-6,-4,10,9,1,2,-2,0
Cc1[nH]c2ccccc2c1CCO,-2,-3,-8,3,-2,43,1,-2,-1
COc1ccc(-c2nnnn2C)cc1S(=O)(=O)NCCc1ccccc1,0,11,4,-21[fluorescence artefact?],12,0,0,0,-23
Cc1c(NC(=S)N/N=C/C=C/c2ccc([N+](=O)[O-])cc2)c(=O)n(-c2ccccc2)n1C,-6,5,3,-8[fluorescence artefact?],18,1,-2,1,5

# A draw from above in order of formula weight, lowest first:
SMILES,Runt-SMMHC FRET,FXIa inh 1536,thrombin 1536,14-3-3 Bad inh,FXIIa inh,Runt-CBFb FRET,hK5 inh,Wee1 stabilizer,Hck Nef HTS
CCSc1ccccc1C(=O)NCCCn1ccnc1,-68,-5,3,12,20,1,43*,2,0
COc1ccc(-c2nnnn2C)cc1S(=O)(=O)NCCc1ccccc1,0,11,4,-21[fluorescence artefact?],12,0,0,0,-23
Cc1nc(-c2ccncc2)nc(NCCNc2ccc(C(F)(F)F)cn2)c1Cl,2,-4,-7,-1,3,-1,-7,3,12

# The list continues:
SMILES,Runt-SMMHC FRET,FXIa inh 1536,thrombin 1536,14-3-3 Bad inh,FXIIa inh,Runt-CBFb FRET,hK5 inh,Wee1 stabilizer,Hck Nef HTS
O=C(NCc1ccc(F)cc1)c1cccc2c1C(=O)N(Cc1cccnc1)C2,-2,0,-5,-16,10,0,6,-1,21
CS(=O)(=O)c1ccc2nc(NC(NC(=O)c3ccco3)(C(F)(F)F)C(F)(F)F)sc2c1,3,5,3,17,4,-2,-16,2,-7
COc1ccccc1OCCC(=O)OCC(=O)NC(=O)NC(C)(C)C,3,-7,0,13,8,-1,-5,-2,-2
CCOc1ccc(NC(=O)N(CCN(C)C)C(C)c2ccncc2)cc1 (stereo not given),-3,-6,-11,5,8,3,-29,4,3
Fc1cccc(-n2c(-c3cccs3)nc3nc4ccccc4nc32)c1,-134,-5,-1,40,-7,-114,-6,2,59*
O=C(Nc1cccc(S(=O)(=O)N2CCCCC2)c1)c1ccc2ccccc2n1,4,5,-1,0[fluorescence artefact?],14,1,-9,-2,4
Cc1cc(-c2ccccc2)nc2c(Br)c(=O)[nH]n12,-4,0,-2,1,·,1,1,-4,-9
O=C(Nc1ccccc1C(=O)NCc1ccccc1)c1ccccc1,2,-6,-1,-3,7,-2,-3,1,0
CCN(CC)CCNC(=O)C1CCN(S(=O)(=O)N2CCCCC2)CC1,0,6,-4,-2[fluorescence artefact?],8,-1,0,1,1
COc1ccc(-c2csc(NCc3ccco3)n2)cc1,3,15,-4,-16,26,3,-32,-2,1
CCCCC(=O)N(CCOC)c1nnc(-c2ccc(OC)cc2)s1,-4,17,0,-4,22,-5,-9,4,-7
COc1ccc(C)cc1NC(=O)C(OC(=O)CNC(=O)c1ccc(Oc2ccccc2)cc1)c1ccccc1 (stereo not given),-4,5,-3,2,5,1,-20,1,0
CCCC(C)C(=O)Nc1nnc(C)s1 (stereo not given),2,3,-21,-1,-6,0,2,2,2
COc1ccc(-c2cc(C(=O)Nc3ccccc3)on2)cc1,0,-2,-1,0,3,0,-4,-2,11
COCCOC(=O)C1=C(C)NC(C)=C(C(=O)OCCOC)C1/C=C/c1ccccc1OC,23,-3,-7,-16,3,4,-4,1,4
Cc1cccc(-c2noc(-c3ccc(Cl)cc3[N+](=O)[O-])n2)c1,-2,24,-3,30,27,0,-9,-1,5
ClCc1ncc(-c2ccc(Cl)cc2)o1,2,0,-9,-5,9,0,1,-1,22
CCN(CC)CCNC(=O)c1ccc2c(=O)n(C3CCCC3)c(=S)[nH]c2c1,1,-1,-9,2,-9,2,3,0,1
CCCCCN(C(=O)NC(=O)Nc1nncs1)S(C)(=O)=O,-4,2,2,7,3,0,-12,1,0
NC(=S)NNc1c(F)c(F)c(F)c(F)c1F,5,3,-3,-2,10,17,15,0,-39
COc1cc(NC(=O)C2CCCN(S(=O)(=O)c3cccc4nsnc34)C2)cc(OC)c1 (stereo not given),-2,-13,-3,-15[fluorescence artefact?],2,2,-5,-1,-1
CCOC(=O)C1(Cc2cccc(OC)c2)CCN(Cc2cccc(OCC)c2O)CC1,0,-1,3,0,7,2,2,-2,17
O=C(COc1ccc(Cl)cc1Cl)NNC(=S)Nc1ccc(F)cc1,-1,4,1,1,19,3,-13,-1,-1
COc1ccc(C(=O)Nc2ccc(F)cc2F)cc1,2,-3,-14,-6[fluorescence artefact?],13,0,-24,0,-11
COc1ccc(C(NC(C)=O)c2cc(Cl)c3cccnc3c2O)cc1OC (stereo not given),-4,-1,-7,-15,9,9,-11,2,23

# Hck Nef HTS, entries above that show a hit.
SMILES,Runt-SMMHC FRET,FXIa inh 1536,thrombin 1536,14-3-3 Bad inh,FXIIa inh,Runt-CBFb FRET,hK5 inh,Wee1 stabilizer,Hck Nef HTS
Fc1cccc(-n2c(-c3cccs3)nc3nc4ccccc4nc32)c1,-134,-5,-1,40,-7,-114,-6,2,59*
